From PubChem BioAssay
ERG Ets-DNA blk: blocks human ERG Ets domain binding to DNA; P11308; fluorescence polarization, His-ERG Ets domain / labelled DNA; Potency, µM (series often up to 76.9 µM), for inactives: at the highest dose FP activity, negative = inhibition, hits mostly inhibitors; 370,000 compounds, 0.028% hits; AID 624246; active = well fitted inhibition curve with a large enough effect in the polarisation, with a control signal flat; inconclusive = small, poorly fitted or top-dose-only effect, or effect the other way, or a change in a side signal; inactive = no such curve, though single readings can be large or run the other way; the % refers to the polarisation;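 also: polarization taken with two DNA probes labelled with fluorescein and Texas red; potency is read from the fitted curve at half-maximal effect; % of control where 0% means no effect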
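His-tagged ERG Ets domain (1 uM in the protein solution; 300mM KCl, 50mM Tris-HCl, 1mM EDTA, 1mM DTT, pH 7.5) received compound, then a probe mix of 5 nM fluorescein-DNA and 100nM Texas-615-DNA. Fluorescence polarization was read for both dyes.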
BAZ2B inh: BAZ2B (human) inhibition; AlphaScreen BAZ2B-H3K14Ac peptide displacement; Potency, µM (top dose mostly 114 µM), for the others: at the highest dose activity change, negative = inhibition, most hits filed as inhibitors; 360,000 compounds, 4.4% hits; also: potency is read from the fitted curve at half-maximal effect; % is scaled to controls: 0 for no effect and ±100 for the full control effect; nearly all actives have a fitted effect of over 60% in size
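AlphaScreen displacement of biotin-H3(5-23)K14Ac peptide (50 nM final) from BAZ2B (50 nM final) in PBS pH 7.4, 0.01% Tween-20; complex preformed 30 min RT, then compounds (top 110 uM) 30 min RT, beads 20 min dark.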
Tb PGK inh: inhibitors of T. brucei phosphoglycerate kinase; 380,000 compounds, 0.043% hits; AID 602233; Potency, µM (titrated, usually from 57.5 µM), for the others: at the top dose activity change, negative = inhibition, usual class: inhibitors; PGK/GAPDH coupled, Kinase-Glo luminescence, 60 min; P07378; also: potency is read from the fitted curve at half-maximal effect; % is scaled to controls: 0 for no effect and ±100 for the full control effect; nearly all actives have a fitted effect of over 60% in size
Target sequence (P07378 whole entry, looked up): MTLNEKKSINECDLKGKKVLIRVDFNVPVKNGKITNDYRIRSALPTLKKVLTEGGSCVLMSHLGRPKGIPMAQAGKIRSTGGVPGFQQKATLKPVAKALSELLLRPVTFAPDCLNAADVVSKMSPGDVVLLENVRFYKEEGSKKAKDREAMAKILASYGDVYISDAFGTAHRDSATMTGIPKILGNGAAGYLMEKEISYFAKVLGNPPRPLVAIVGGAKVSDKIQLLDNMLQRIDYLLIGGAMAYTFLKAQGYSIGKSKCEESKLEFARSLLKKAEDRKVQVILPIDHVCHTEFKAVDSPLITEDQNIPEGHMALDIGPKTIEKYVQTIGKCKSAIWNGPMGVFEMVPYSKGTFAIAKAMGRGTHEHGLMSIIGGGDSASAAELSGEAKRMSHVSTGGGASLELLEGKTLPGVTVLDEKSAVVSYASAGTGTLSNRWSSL
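Recombinant glycosomal PGK reaction used 1,3-bisphosphoglycerate generated in-well by GAPDH (100nM final) in 100mM TEA pH 7.6, 5mM MgCl2, 0.01% Tween-20. After 60 minutes at room temperature, ATP was read by Kinase-Glo Plus luminescence end-point.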
PI4K2A inh: inhibitors of human PI4K2A. Q9BTU6. purified PI4K2A, ADP-Glo luminescence, 1 h; active compounds read low. activity change, negative = inhibition, % at 76.9 µM. 420,000 compounds, 0.13% hits; in the data active = activity change below about -50%; inconclusive = mostly about -30% to -49%;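 also: -100% = wells without enzyme as full effect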
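In this quantitative HTS, ADP production by PI4K2A was quantified luminescently after 1 h at ambient temperature; 100 microM adenosine served as plate-quality control.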
GLS inhibitor: inhibitors of human glutaminase (GLS); O94925; GLS enzymatic activity, qHTS titration; Potency, µM (titrated, usually from 45.5 µM), inactives show top-dose activity change, negative = inhibition, most hits filed as inhibitors; 410,000 compounds, 0.21% hits; also: potency is read from the fitted curve at half-maximal effect; % is scaled to controls: 0 for no effect and ±100 for the full control effect
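Enzyme dispensed in phosphate buffer (45 mM, pH 8.2, 0.02% Tween-20), compounds pinned in, then 1 mM L-glutamine solution and the glutamate oxidase–HRP–Amplex Red mix added; fluorescence read immediately and again after 30 min at room temperature.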
JMJD2A Tudor: blocks the human JMJD2A Tudor domain; O75164; AlphaScreen JMJD2A-Tudor / H3K4me3 peptide binding; Potency, µM (series often up to 114 µM), without a hit: at the highest dose activity change, negative = inhibition, usual class: inhibitors; 390,000 compounds, 4.4% hits; AID 504339; also: potency is read from the fitted curve at half-maximal effect; % is scaled to controls: 0 for no effect and ±100 for the full control effect; nearly all actives have a fitted effect of over 50% in size
Pin1 inh: inhibitors of human Pin1; Q13526; 390,000 compounds, 0.009% hits; AID 504891; Potency, µM (series often up to 115 µM), inactives show at the highest dose activity, negative = inhibition, hits mostly inhibitors; Pin1 FP peptide displacement, HiFluor488, 10 min; active = well fitted inhibition curve with a large enough effect in the polarisation, with a control signal flat, not every such curve was filed as active; inconclusive = small, poorly fitted or top-dose-only effect, or effect the other way, or a change in a side signal; inactive = no such curve, though single readings can be large or run the other way; the % refers to the polarisation; also: potency is read from the fitted curve at half-maximal effect; % is scaled to controls: 0 for no effect and ±100 for the full control effect
Target sequence (Q13526 whole entry, looked up): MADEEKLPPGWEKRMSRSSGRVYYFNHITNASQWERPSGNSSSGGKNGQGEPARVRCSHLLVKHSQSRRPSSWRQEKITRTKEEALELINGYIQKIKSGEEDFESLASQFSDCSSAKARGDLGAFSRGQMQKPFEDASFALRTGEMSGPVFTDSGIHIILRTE
HP1b chromo inh: HP1-beta chromodomain-methylated histone interaction inhibition; P83916; AID 540317; 390,000 compounds, 0.56% hits; AlphaScreen HP1-beta / biotin-H3K9me3 peptide binding; Potency, µM (series often up to 114 µM), for inactives: top-dose activity change, negative = inhibition, hits mostly inhibitors; also: potency is read from the fitted curve at half-maximal effect; nearly all actives have a fitted effect of over 70% in size; inactives centre near 23
Target sequence (P83916 whole entry, looked up): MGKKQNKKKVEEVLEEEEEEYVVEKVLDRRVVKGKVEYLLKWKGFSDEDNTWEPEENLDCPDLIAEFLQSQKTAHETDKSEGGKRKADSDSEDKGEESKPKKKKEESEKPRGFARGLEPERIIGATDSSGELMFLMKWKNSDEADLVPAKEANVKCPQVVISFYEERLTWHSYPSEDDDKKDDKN
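HP1-beta protein (50 nM final) preincubated 30 min at room temperature with biotinylated H3(1-18)K9me3 peptide (50 nM) in PBS pH 7.4, 0.01% Tween-20, then compound added for 30 min. AlphaScreen streptavidin donor/nickel chelate acceptor beads (10 ug/mL final), 30 min dark, luminescence read.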
G9a inh: G9a (human) methyltransferase inhibition; Q96KQ7; G9a H3K9 monomethylation, AlphaScreen, 2 h; Potency, µM (series often up to 102 µM), without a hit: at the top dose activity, negative = inhibition, actives largely listed as inhibitors; 350,000 compounds, 8.8% hits; also: potency is read from the fitted curve at half-maximal effect; % is scaled to controls: 0 for no effect and ±100 for the full control effect; nearly all actives have a fitted effect of over 75% in size
Target sequence (Q96KQ7 913-1193 limits assumed): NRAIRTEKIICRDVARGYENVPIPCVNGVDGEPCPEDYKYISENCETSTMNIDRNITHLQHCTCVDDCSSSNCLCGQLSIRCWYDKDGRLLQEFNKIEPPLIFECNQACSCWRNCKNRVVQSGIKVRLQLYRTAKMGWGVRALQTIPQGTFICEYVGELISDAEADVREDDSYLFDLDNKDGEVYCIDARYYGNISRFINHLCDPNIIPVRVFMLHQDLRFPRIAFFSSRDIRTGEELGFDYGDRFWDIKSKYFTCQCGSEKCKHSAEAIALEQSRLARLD
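Chemiluminescent proximity detection of H3K9 monomethylation, read after 10 min bead incubation in the dark. Reaction: 20 nM G9a, 500 nM biotin-H3K9 peptide, 20 uM SAM cofactor, 2 h, room temperature, following 15 min enzyme-compound preincubation.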
An asterisk follows results filed as active; i = inactive; ? = inconclusive; / = no result given; [ ] = another dose, or the depositor's remark. Unless noted, calls follow the shape of the dose curve; as a rule, active = well fitted curve in the direction sought with a large enough effect; inconclusive = small, poorly fitted or top-dose-only effect, or another doubt; inactive = no such curve, though single readings can be large; an effect the other way counts as inactive or inconclusive. Random draw from the library, and some 11% of all compounds hit somewhere here.

SMILES	ERG Ets-DNA blk	BAZ2B inh	Tb PGK inh	PI4K2A inh	GLS inhibitor	JMJD2A Tudor	Pin1 inh	HP1b chromo inh	G9a inh
CCN(c1ccc(C(=O)CN2C(=O)NC3(CCOc4ccccc43)C2=O)cc1)S(C)(=O)=O (stereo unspecified)	-1%	-5%	-4%	0	-1%	-19%	10%	31%	-4%[0.501 µM]
O=C(Cc1ccc(Cl)cc1)NCCN1CCCC1	-6%	-4%	-5%	-7	3%	13%	-2%	51%[activator]	5%[59 µM]
O=C(Nc1cccc(S(=O)(=O)N2CCCCC2)c1)c1cc([N+](=O)[O-])ccc1N1CCOCC1	4%	-7%	2%	3	-1%	-27%	8%	-12%	26%[0.501 µM]
Cc1cc(NC(=O)c2ccc(F)cc2)n(-c2ccccc2)n1	6%	0%	-7%	3	-10%	-3%	-1%	23%	14%
C/C(=N/Nc1ccnc2cc(Cl)ccc12)c1ccc(N)cc1	6%	45µM*	-7%	-1	16%	?	12%	-8%	1.8µM*
COc1ccc(S(=O)(=O)N2CCCCC2)cc1NC(=O)CNc1ccc(F)cc1C	4%	?	-4%	1	4%	-28%	0%	7%	-6%[12.7 µM]
O=C(NC1CCCCCC1)c1ccc(=O)n(Cc2ccccc2)n1	-4%	-17%	-3%	-3	0%	-4%	-1%	37%	-5%[59 µM]
CC1CCCCN1CCNC(=O)CN1C(=O)COc2ccccc21 (stereo unspecified)	/	3%	3%	-1	2%	-27%	0%	19%	1%[59 µM]
O=C(CCCn1c(=S)[nH]c2ccccc2c1=O)N1CCCCC1	-2%	4%	-8%	-4	-1%	56µM*	10%	35%	?
Cc1ccccc1-c1nc(CS(=O)(=O)CC(=O)NCC(C)c2ccccc2)c(C)o1 (stereo unspecified)	0%	?	-2%	-2	6%	-29%	6%	3%	-12%[59 µM]
COC(=O)C(C)Sc1nc2c(c(=O)n1-c1ccccc1)SCC2 (stereo unspecified)	-8%	-3%	-8%	7	10%	-15%	0%	27%	?
O=C(CSc1nc2nccnc2c(=O)n1CCc1c[nH]c2ccccc12)Nc1ccc(F)cc1	-1%	-5%	-8%	1	2%	-17%	1%	10%	9%[59 µM]
CCOc1ccc(CCNC(=O)c2cccnc2N2CCCC2)cc1OCC	3%	8%	-3%	-8	8%	-11%	-6%	7%	-8%[59 µM]
O=C(O)Cn1c(=O)c2c3c(sc2n(Cc2ccc(Cl)cc2Cl)c1=O)CCCC3	-2%	-9%	-7%	-6	13%	-14%	?	19%	?
COc1ccc(OC)c(NC(=O)c2cnc(N3CCCC3)nc2C)c1	8%	-22%	/	-8	-4%	-7%	-1%	44%[activator]	15%[59 µM]
COc1ccc(-c2cc(-c3ccccc3)nc(-c3ccc4c(c3)NC(=O)CO4)c2)cc1	-5%	-29%	9%	8	/	-4%	7%	18%	7%[2.33 µM]
O=C(c1ccc(S(=O)(=O)c2ccc(Cl)cc2)cc1)N1CCOCC1	0%	-1%	-4%	-5	-3%	-14%[57.1 µM]	-3%	14%	8%
O=c1c2c3c(sc2n(Cc2cc(=O)n4ccccc4n2)c(=O)n1-c1ccc(Cl)cc1)CCC3	-2%	0%	-5%	0	1%	-13%	-6%	24%	-33%[59 µM]
CCn1cc(S(=O)(=O)N2CCCC2)cn1	-4%	5%	-1%	2	7%	-16%	-16%	19%	/
COC(=O)c1cc(Cl)c(NC(=O)c2ccc(F)cc2)cc1OC	3%	0%	14%	3	24%	-11%	-3%	16%	1%[59 µM]
O=C(CCn1c(=O)c2ccccc2n(Cc2cc(=O)n3ccccc3n2)c1=O)NCc1ccco1	-6%	-3%	-9%	4	-8%	-1%	7%	35%	13%
CN(CC(=O)NC1CC1)S(=O)(=O)c1ccc(F)cc1	-11%	-18%	-7%	-1	-2%	-9%	-12%	30%	5%
CCOc1ccc2ncc3c(-c4ccc(C)cc4)nn(-c4cccc(F)c4)c3c2c1	0%	/	i	0	0%	-10%	?	39%	9%[59 µM]
c1csc(C(c2nnnn2C2CCCC2)N2CCCC3(CCCCC3)C2)c1 (stereo unspecified)	-8%	10%	-3%	1	11%	6%	21%	26%	7%
O=C(CC1C(=O)OCN1C(=O)OCc1ccccc1)OCC(=O)c1ccccc1 (stereo unspecified)	-11%	/	-8%	7	1%	8%	-3%	38%[activator]	26%[59 µM]
c1cc2ccc3ccc(-n4cnnn4)c4ccc(c1)c2c34	-9%	13%	-4%	-3	1%	-14%	63%[activator]	26%	-1%[59 µM]
Nc1c(C(=O)NCCN2CCOCC2)c2nc3ccccc3nc2n1CCc1ccccc1	/	5%	/	0	8%	13%	9%	109%[activator]	30%
CCn1cc(C(=O)NCc2ccc3c(c2)OCO3)c(=O)c2cc(F)c(N3CCN(C(=O)c4ccco4)CC3)cc21	2%	?	7%	1	10%	-14%[11.4 µM]	19%	22%	?
COC(=O)c1cc2oc3ccccc3c2n1CC(=O)Nc1ccccc1OC	2%	-20%	0%	-1	5%	-5%	-2%	25%	1%
CC(=O)c1c(C)[nH]c(C(=O)O)c1C	-4%	-19%	i	8	-3%	-24%	2%	3%	10%
Cn1c(=O)c2c(nc(CN3CCC(C(N)=O)CC3)n2Cc2c(F)cccc2Cl)n(C)c1=O	-1%	-12%	9%	-8	22%	-6%	2%	56%[activator]	-9%
O=C(Cc1ccc(Cl)cc1)Nc1ccccc1N1CCOCC1	-5%	9%	0%	-4	14%	-2%	10%	15%	-11%[59 µM]
COCCn1nnnc1C(c1cccs1)N1CCCC(C)C1 (stereo unspecified)	4%	-16%	-9%	10	4%	-8%	1%	49%[activator]	9%
CCOc1ccc(Br)cc1S(=O)(=O)NC1=NCCCCC1	-1%	/	-1%	1	22%	-10%	-1%	5%	/
O=C(Nc1ccccc1)c1ccc(S(=O)(=O)N2CCC(C(=O)O)CC2)cc1	11%	4%	-9%	5	-11%	-5%	-2%	29%	/
COC(=O)[C@H]1Cc2c([nH]c3ccccc23)[C@H](c2ccccc2)N1	2%	-16%	-5%	-2	12%	-11%	-4%	12%	21%
CCc1c(C)sc(NC(=O)C2CCCCC2C(=O)O)c1C(N)=O (stereo unspecified)	-2%	-29%	6%	-2	-6%	?	-4%	?	?
Nc1cccnc1Sc1cc(Cl)c(Cl)cc1Cl	7%	3%	0%	1	/	11%	1%	25%	-13%[59 µM]
Cc1ccccc1CC(=O)Nc1cccc(S(=O)(=O)N2CCCC2)c1	-3%	-2%	i	-9	5%	-24%	-3%	38%	7%[2.33 µM]
CCn1c(SCC(=O)Nc2cc3oc4ccccc4c3cc2OC)nnc1-c1cccs1	/	10%	-8%[11.5 µM]	2	-9%	-7%	15%	27%	-15%[12.7 µM]
O=C(NCCCNC(=O)c1cnccn1)c1ccc(Br)cc1	5%	2%	6%	1	0%	-13%	55%[activator]	7%	?
CCOc1ccc(-c2cn(-c3ccc(C)cc3)c(SCC(=O)Nc3ccc(C)cc3)n2)cc1	-9%	?	6%	-3	5%	-23%	27%	11%	?
COc1cc(CNC2CCCCCCC2)cc(Br)c1OCC#N	0%	-3%	-5%	1	5%	-14%	2%	?	-15%
C=CCN1C(=O)C2(OCCCO2)c2cc(C)ccc21	0%	5%	-5%	2	5%	-8%	2%	15%	16%
COc1ccc(N(CC(=O)Nc2nccs2)S(=O)(=O)c2c(C)[nH]c(=O)[nH]c2=O)cc1	-6%	-2%	-7%	-2	6%	-10%	0%	64%[activator]	35%
CC(C(=O)OCC(=O)c1cccc([N+](=O)[O-])c1)N1C(=O)C2C3C=CC(C3)C2C1=O (stereo unspecified)	-20%	-13%	i	3	-10%	11%	-2%	14%	3%
CCOCC(=O)Nc1nnc(COc2ccc(Cl)cc2)s1	-3%	-2%	i	13	0%	?	2%	?	4µM*
COc1ccc(-n2c(Cn3c(=O)sc4ccccc43)nnc2SCC(=O)N2CCCC2)cc1	-3%	4%	-1%	-1	0%	-32%	2%	13%	1%
COc1ccc(NC(=O)CSc2nc3ccccc3n2CC(=O)NCc2ccc(F)cc2)cc1	1%	-5%	-4%	-1	-5%	-20%	-2%	11%	18%[59 µM]
O=C(NCc1ccccc1Cl)C1CCCN(S(=O)(=O)c2cnc[nH]2)C1 (stereo unspecified)	-1%	-3%	-5%	-1	-6%	-1%	4%	45%[activator]	10%
Cc1cccc2c1-c1sc(C(=O)NCCCN3CCN(c4cccc(Cl)c4)CC3)cc1CO2	2%	7%	6%	4	15%	2%	5%	37%[activator]	-22%[59 µM]
COc1ccccc1OCc1cc(C(=O)N2CC3C[C@@H]4CC2C[C@H](C3)C4)no1	4%	-3%	4%	1	3%	-7%	2%	17%	-7%
CCCn1ncc(OC)c(Cl)c1=O	4%	0%	-6%	1	3%	-12%	2%	39%[activator]	2%[59 µM]
Cn1cnc(S(=O)(=O)N2CCCC(C(=O)NCc3ccc(F)cc3)C2)c1 (stereo unspecified)	-4%	-4%	-5%	1	-3%	5%	-3%	38%	7%[12.7 µM]

Random excerpt: 2 records from the list.
SMILES	ERG Ets-DNA blk	BAZ2B inh	Tb PGK inh	PI4K2A inh	GLS inhibitor	JMJD2A Tudor	Pin1 inh	HP1b chromo inh	G9a inh
COc1ccc(-c2cc(-c3ccccc3)nc(-c3ccc4c(c3)NC(=O)CO4)c2)cc1	-5%	-29%	9%	8	/	-4%	7%	18%	7%[2.33 µM]
COc1cc(CNC2CCCCCCC2)cc(Br)c1OCC#N	0%	-3%	-5%	1	5%	-14%	2%	?	-15%
